Assay outcomes from PubChem.
DT40 TDP1 CPT – growth inhibition of DT40 Tdp1-/-;hTDP1 cells with camptothecin (screen for TDP1 inhibitors). Potency, µM (doses to about 46.2 µM), for inactives: top-dose activity change, negative = growth inhibition, most hits filed as inhibitors. chicken DT40 Tdp1-/-;hTDP1 cells + 20 nM CPT, ATP luminescence, 48 h. AID 686979. 420,000 tested, 12% active; note: nearly all actives have a fitted effect of over 55% in size
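Chicken DT40 Tdp1-/- cells complemented with human TDP1, 400 cells/well, exposed to compounds plus 20 nM camptothecin for at least 48 h at 37 C; viability read as ATP content by CellTiter-Glo luminescence.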
DT40 TDP1 no CPT – qHTS for Inhibitors of human tyrosyl-DNA phosphodiesterase 1 (TDP1): qHTS in cells in absence of CPT; 420,000 tested, 15% active; DT40 Tdp1-/- hTDP1 cells, no CPT, ATP luminescence, 48 h; Potency, µM (titrated, usually from 46.2 µM), for inactives: top-dose activity change, negative = growth inhibition, most hits filed as inhibitors; note: nearly all actives have a fitted effect of over 55% in size
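Seeded 400 DT40-hTDP1 cells/well (vehicle DMSO, no 20 nM CPT); pinned compounds; ≥48 hr at 37 °C; CellTiter-Glo luminescence as viability measure.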
TDP1 block – blocks human tyrosyl-DNA phosphodiesterase 1; 350,000 tested, 0.28% active; Q9NUW8; Potency, µM (highest dose often 130 µM), for the others: at the top dose activity change, negative = inhibition, actives largely listed as inhibitors; recombinant TDP1, AlphaScreen DNA substrate cleavage; note: nearly all actives have a fitted effect of over 40% in size
Target sequence (Q9NUW8 whole entry, looked up): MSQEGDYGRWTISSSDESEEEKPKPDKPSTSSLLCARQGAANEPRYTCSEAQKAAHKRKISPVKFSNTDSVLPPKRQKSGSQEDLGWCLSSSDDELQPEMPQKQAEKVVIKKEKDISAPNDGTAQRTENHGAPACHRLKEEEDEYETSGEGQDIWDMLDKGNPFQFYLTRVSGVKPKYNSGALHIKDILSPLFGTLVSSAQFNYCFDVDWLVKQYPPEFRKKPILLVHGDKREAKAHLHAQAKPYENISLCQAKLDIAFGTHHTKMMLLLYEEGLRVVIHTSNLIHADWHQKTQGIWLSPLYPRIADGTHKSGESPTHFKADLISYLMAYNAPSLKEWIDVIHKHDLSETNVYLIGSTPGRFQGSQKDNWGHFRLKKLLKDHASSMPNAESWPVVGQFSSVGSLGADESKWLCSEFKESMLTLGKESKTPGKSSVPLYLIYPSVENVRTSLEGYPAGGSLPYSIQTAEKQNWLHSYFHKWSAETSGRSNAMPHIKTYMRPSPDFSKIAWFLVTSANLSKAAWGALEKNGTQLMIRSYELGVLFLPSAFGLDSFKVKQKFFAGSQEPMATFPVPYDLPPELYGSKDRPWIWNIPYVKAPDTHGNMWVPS
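Enzyme-compound mixtures sat 15 min at room temperature, followed by a 5 min reaction with 15 nM final substrate and 10 min with AlphaScreen beads. Recombinant human Tdp1 was used at 1 nM final.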
* marks the source's active call; other numbers are inactive results; ? = inconclusive; · = no result given; & = joins results of further samples; ! = repeats disagree; [ ] = remark or other dose. Calls come from the whole dose curve; as a rule, active = well fitted curve in the direction sought with a large enough effect; inconclusive = small, poorly fitted or top-dose-only effect, or another doubt; inactive = no such curve, though single readings can be large; an effect the other way counts as inactive or inconclusive. % is set by controls: 0 for no effect and ±100 for the full control effect; potency is the fitted concentration of half-maximal effect.

SMILES	DT40 TDP1 CPT	DT40 TDP1 no CPT	TDP1 block
Cc1cc(/C=C(/C#N)c2cccc(Cl)c2)c(C)n1C	3%	6%	8%
COc1ccccc1-n1c(-c2cc(-c3ccco3)[nH]n2)n[nH]c1=S	-13%	-5%	4%
COC(=O)c1c(NC(=O)CC2Sc3ccc(C(F)(F)F)cc3NC2=O)sc(C)c1C (stereo not given)	-13%	-10%	3%
OCc1cccc(-c2csc(C(O)c3ccccc3)n2)c1 (stereo not given)	?	-13%	·
CC1(C)C2CC=C(/C=N/NC(=O)c3ccc(O)cc3)C1C2 (stereo not given)	5%	-19%	8%
CCCCCCCn1c(=N)n(CC(O)c2ccco2)c2ccccc21 (stereo not given)	3.7µM*	4.6µM*	7%
COCCn1c(=O)[nH]c2cc(C(=O)N3CCN(c4ccccc4)CC3)ccc2c1=O	-29%&-10%	?	7%&0%
Cc1cc(=O)oc(C)c1C(=O)NCCCN1CCN(c2ccc(F)cc2)CC1	-23%	-18%	4%
Cc1nn(-c2ccccc2)c2sc(C(=O)NCCN3CCOCC3)cc12	?	?	8%
CCCc1ccc(OCC(=O)NNC(=S)NC(=O)c2ccco2)cc1	?	21µM*	11%
CC(=O)Nc1cccc(NC(=O)CSc2nnnn2C(C)C)c1	0%	-3%	3%
Cc1cccc(C)c1NC(=S)N/N=C1\CC2CC=CC12 (stereo not given)	?	?	1%
c1ccc(-c2nc(C3CCCCC3)c3ccccc3n2)cc1	-3%	-16%	?
O=C(O)C1CCCCC1C(=O)NCCc1ccccc1 (stereo not given)	-15%	-13%	0%
CCc1nc2ccc(C(=O)N3CCN(c4ccccc4F)CC3)cc2nc1CC	21µM*	5.8µM*!	3%&-1%

Reprinted at random: 2 records from the list.
SMILES	DT40 TDP1 CPT	DT40 TDP1 no CPT	TDP1 block
COc1ccccc1-n1c(-c2cc(-c3ccco3)[nH]n2)n[nH]c1=S	-13%	-5%	4%
CCc1nc2ccc(C(=O)N3CCN(c4ccccc4F)CC3)cc2nc1CC	21µM*	5.8µM*!	3%&-1%

The list continues:
SMILES	DT40 TDP1 CPT	DT40 TDP1 no CPT	TDP1 block
CCOc1cccc(Nc2ccc([N+](=O)[O-])cn2)c1	5%	-28%	·
Cc1cc(=O)n2c3ccccc3n(CC(O)CN3CCN(Cc4ccccc4)CC3)c2c1C#N (stereo not given)	12µM*	12µM*	·
Cc1ccc(CNC(=O)C2CCN(S(=O)(=O)c3cnc[nH]3)CC2)cc1	-4%	-2%	0%
CC(=O)N1CCN(Cc2nc3cc(NC(=O)c4ccc(F)cc4)ccc3n2C)CC1	1%	-14%	3%
O=C(Nc1ccccc1)c1cc(C2CCCN(C(=O)CCc3ccccc3)C2)on1 (stereo not given)	26µM*	?	·
CC(=O)Nc1cccc(NC(=O)Cc2cccs2)c1	4%	-5%	-5%
CCCCOc1ccc(C(=O)Nc2cccc(C)n2)cc1	?	?	5%
COc1cccc(-n2c(C)nc3c(cnn3-c3ccc(Cl)cc3)c2=O)c1	8.2µM*	7.3µM*	4%
COc1ccc(CC(=O)N2CCCC2)c(OC)c1	1%	-7%	4%[0.0935 µM]
Cc1ccc2cc(CN(C)S(C)(=O)=O)c(=O)[nH]c2c1	13%	-7%	3%
Cc1ccc(Sc2ccc(N3CCCC(C(=O)Nc4ccc(F)cc4F)C3)nn2)cc1 (stereo not given)	15µM*	18µM*	6%
CN(C)c1ccc(C(C(=O)NCC2CCCO2)N(Cc2ccccc2)C(=O)c2snc(C(N)=O)c2N)cc1 (stereo not given)	10µM*	18µM*	·
CCOC(=O)N1CCN(C(=O)CN(C2CCCCC2)S(=O)(=O)c2ccc(C)cc2)CC1	?	?	3%
COCCOc1cc(NC(=O)CS(=O)(=O)CC(=O)N(C)C)c(Cl)cc1Cl	0%	-7%	·
CCS(=O)(=O)N1Cc2ccccc2CC1C(=O)N(C)Cc1ccc(OC)cc1OC (stereo not given)	-17%	-21%	4%
CCOC(=O)c1c(C)[nH]c(C(=O)OCC(O)=C(C#N)c2nc3ccccc3[nH]2)c1C	?	?	·
CCOC(=O)N1CCN(C(=O)C2CCN(C(=O)c3cc4sccc4n3CC)CC2)CC1	-21%	?	-3%
CCOC(=O)C1(Cc2cccc(OC)c2)CCN(CC=C(C)C)CC1	?	16µM*	-3%
CCN=c1scc(-c2ccco2)n1/N=C/c1ccc(OC)c(O)c1	-21%	?	11%
Cc1c(Nc2nc3ccccc3nc2N2CCN(c3ccccc3)CC2)c(=O)n(-c2ccccc2)n1C	21µM*	15µM*	10%
CCC1(c2ccc(F)cc2)NC(=O)NC1=O (stereo not given)	2%	-2%	6%
O=C1C(SC(F)(F)C(F)F)=C(C(F)(F)F)OC2C3C=CC(C3)C12 (stereo not given)	-12%	?	6%
CCOc1cnn(Cc2ccccc2)c(=O)c1SCc1ccccc1	-9%	-4%	3%
CSc1nc2c(c(=O)[nH]1)CCCC2	-18%	-18%	4%
CCCCn1c(N)c(N(CC(C)C)C(=O)c2cccc(S(=O)(=O)N(C)c3ccccc3)c2)c(=O)[nH]c1=O	-10%	-14%	-3%
Cc1cc(Cl)ccc1NNC(N)=S	-24%	-27%	4%
O=C(NN=Cc1cccc2ccccc12)C1CC1	-26%	?	·
O=C(CCNc1n[nH]c(=O)[nH]c1=O)N/N=C/c1ccc(Cl)cc1	6%	-16%	-5%
CCOP(=O)(c1ccccc1)c1nc(-c2ccccc2C)oc1N1CCCCC1 (stereo not given)	13µM*	13µM*	10%
COc1ccccc1NC(=O)CSc1nnc(C2CCCCC2)n1C	2%	-31%	-2%
Cc1ccc(N=C2NC(=O)/C(=C\c3ccco3)S2)cc1	-29%	?	-3%
CCc1nc2cc(Cl)c(Cl)cc2[nH]1	-17%	-24%	7%
Cc1nn(-c2ccccc2)c2sc(-c3nnc(SCC(=O)O)o3)cc12	1%	-6%	0%
Cc1nc([N+](=O)[O-])cn1CC(O)c1ccc2c(c1)OCO2 (stereo not given)	-11%	4%	·
COc1ccccc1N(CC(=O)NC(C)(C)C)S(=O)(=O)c1cccs1	?	?	3%
CC1CCN(Cc2nnnn2CCCC(=O)NCCN2CCOCC2)CC1	-2%	4%	2%
CCCOC(=O)CCCCCCCCC(O)CN1CCCCC1 (stereo not given)	-15%	-15%	6%
CN(c1nc(-c2ccc(Br)cc2)cs1)C1CCS(=O)(=O)C1 (stereo not given)	?	?	8%
CCC1Oc2ccc(C)cc2N(CC(=O)NCc2ccc(OC)cc2)C1=O (stereo not given)	-27%	-15%	-1%
CC(C)CCN(C(=O)Nc1ccccc1)C(C)c1cccs1 (stereo not given)	21µM*	18µM*	2%&5%
O=C(CSc1nnc(NC(=O)c2c(F)cccc2F)s1)NCc1ccccc1	-26%	-10%	5%
Cc1ccc(C)c(NC(=O)CSc2nccn2Cc2ccco2)c1	-26%	10%	6%
COc1cc(OC)c(C(=O)CCC(=O)O)cc1OC	-13%	-18%	5%
Cc1ccc2c(c1)N(C(=O)CCC(=O)NCc1cccc(F)c1)CC(C)O2 (stereo not given)	?	?	6%
Cc1cccc(S(=O)(=O)NC(=O)C2(C)CCN2C(=O)C2(c3ccc(Cl)cc3)CC2)c1 (stereo not given)	-9%	-8%	·

An excerpt from above with just DT40 TDP1 no CPT and TDP1 block:
molecule | DT40 TDP1 no CPT | TDP1 block
CCc1nc2ccc(C(=O)N3CCN(c4ccccc4F)CC3)cc2nc1CC | 5.8µM*! | 3%&-1%
CC(=O)Nc1cccc(NC(=O)CSc2nnnn2C(C)C)c1 | -3% | 3%
Cc1cccc(S(=O)(=O)NC(=O)C2(C)CCN2C(=O)C2(c3ccc(Cl)cc3)CC2)c1 (stereo not given) | -8% | ·
Cc1ccc2cc(CN(C)S(C)(=O)=O)c(=O)[nH]c2c1 | -7% | 3%
Cc1cccc(C)c1NC(=S)N/N=C1\CC2CC=CC12 (stereo not given) | ? | 1%
CCCc1ccc(OCC(=O)NNC(=S)NC(=O)c2ccco2)cc1 | 21µM* | 11%
CCC1(c2ccc(F)cc2)NC(=O)NC1=O (stereo not given) | -2% | 6%

Next entries follow.
SMILES	DT40 TDP1 CPT	DT40 TDP1 no CPT	TDP1 block
COc1cc2c(cc1NC(=O)c1cccc(S(=O)(=O)N(C)C)c1)oc1ccccc12	10µM*	15µM*	4%
COc1cccc(NC(=O)COC(=O)Cc2ccccc2[N+](=O)[O-])c1	2%	-3%	0%
Cc1ccc(OCCOCCN2CCCC2)c(Br)c1	?	?	4%
Cn1c(=O)c2c(-c3ccc(OC(F)F)cc3)cc(-c3ccccc3)nc2n(C)c1=O	7%	-2%	·
CSc1nnc(C2CCN(CC(=O)Nc3ccccc3N3CCOCC3)CC2)n1C(C)C	-4%	-9%	11%
CC1CCc2[nH]c3ccc(C(=O)N(C)CC(=O)Nc4cccc(F)c4)cc3c2C1 (stereo not given)	?	?	1%
CC(=O)NC1CC2CCCC(C1)N2C(=O)Nc1ccc(Cl)c(C(F)(F)F)c1 (stereo not given)	-23%	-8%	-5%
COc1ccccc1N1CCN(Cc2ccc(OC)c3ccccc23)CC1	16µM*	?	-2%
CN1C(=O)CSc2ccc(NC(=O)N3CCN(c4ccccc4)CC3)cc21	?	?	-5%
O=C(CN1CCOCC1)N/N=C/C(Br)=C\c1ccccc1	12µM*	10µM*	2%
COCc1c(C(=O)OC/C(O)=C(\C#N)c2nc3ccccc3[nH]2)oc2ccccc12	-29%	?	7%
COc1ccc(CNC(=O)Cn2cc([N+](=O)[O-])cn2)cc1	3%	-19%	·
CCN(CC)C(=O)C(C)N(C#N)c1nc(Cl)nc(N(C)C)n1 (stereo not given)	3%	10%	0%
COc1ccc(-n2c(=S)[nH]c3cc(C(=O)Nc4cc(OC)c(OC)c(OC)c4)ccc3c2=O)c(OC)c1	?	?	11%
O=C(Cc1ccccc1)Nc1sc2c(c1C(=O)Nc1ccccc1Cl)CCCC2	3%	-15%	-5%[12.3 µM]
Cc1ccc([N+](=O)[O-])cc1NC(=O)Nc1ccc(S(N)(=O)=O)cc1	3%	-20%	4%
CC1(C)CC(=O)C(=CN2CCN(C(=O)c3ccco3)CC2)C(=O)C1	2%	-9%	-2%

Three entries from above, set out differently:
SMILES | DT40 TDP1 CPT | DT40 TDP1 no CPT | TDP1 block
COc1ccccc1N1CCN(Cc2ccc(OC)c3ccccc23)CC1 | 16µM* | ? | -2%
CN1C(=O)CSc2ccc(NC(=O)N3CCN(c4ccccc4)CC3)cc21 | ? | ? | -5%
O=C(CN1CCOCC1)N/N=C/C(Br)=C\c1ccccc1 | 12µM* | 10µM* | 2%
